Source: PubChem BioAssay
USP1-UAF1 inh: USP1/UAF1 (human) deubiquitinase inhibition. recombinant USP1/UAF1, Ub-Rhodamine cleavage fluorescence. Potency, µM (top dose mostly 57.1 µM), for the others: top-dose activity change, negative = inhibition, hits mostly inhibitors. 0.23% of 390,000 active. O94782; note: potency is the fitted concentration of half-maximal effect; % is set by controls: 0 for no effect and ±100 for the full control effect; nearly all actives have a fitted effect of over 60% in size; inactives centre near -12
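In this screen, compounds sit with the deubiquitinase complex (1nM) for 15 min at room temperature before Ub-Rho is added at 150nM final. Fluorescence rise is then followed for 6 reads every 60 seconds.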
RGS4 inhibitor: human RGS4 inhibition; P49798; Transcreener GDP fluorescence polarization, RGS4-accelerated GTP hydrolysis; Potency, µM (series often up to 114 µM), for the others: at the highest dose activity change, negative = inhibition, most hits filed as inhibitors; AID 504845; 0.039% of 390,000 active; note: potency is the fitted concentration of half-maximal effect; % is set by controls: 0 for no effect and ±100 for the full control effect; nearly all actives have a fitted effect of over 75% in size; some results filed as inactive show a strong effect at the top dose
Target sequence (P49798 whole entry, looked up): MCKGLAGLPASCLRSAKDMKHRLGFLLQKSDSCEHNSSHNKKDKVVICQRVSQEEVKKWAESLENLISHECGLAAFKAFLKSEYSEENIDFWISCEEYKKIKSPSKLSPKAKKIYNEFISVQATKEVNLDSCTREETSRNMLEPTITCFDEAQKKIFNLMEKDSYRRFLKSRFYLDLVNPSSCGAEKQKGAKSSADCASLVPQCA
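MLSMR compounds (23 nl, pin-transferred) preincubated 10 min at room temperature with a 500nM (2x) first reagent, then RGS4 at 900nM (2x) plus Transcreener GDP mix added; fluorescence polarization (620/688 nm) read before and after 90 min at 30 °C.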
GRP78 ERSR act: ER stress response induction in glioma; U87-MG GRP78 promoter luciferase reporter, 16 h; Potency, µM, inactives show top-dose activation, hits mostly activators; 0.02% of 420,000 active; note: potency is the fitted concentration of half-maximal effect; series mostly up to about 76 µM; % of control where 0% means no effect; nearly all actives have a fitted effect of over 35% in size
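Stably transfected U87-MG human glioma cells carrying a GRP78-based luminescent sensor were seeded at 1000 cells/well, pin-dosed with compounds and incubated 16 h. Luciferase reagent was then added, and end-point luminescence was read after 10 min at room temperature.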
IDH1 R132H inh: human IDH1 R132H inhibition | AID 602179 | O75874 | IDH1-R132H enzyme, NADPH consumption, diaphorase/resazurin fluorescence | 0.093% of 390,000 active | Potency, µM (titrated, usually from 76.6 µM), without a hit: at the highest dose activity change, negative = inhibition, most hits filed as inhibitors; note: potency is the fitted concentration of half-maximal effect; % is set by controls: 0 for no effect and ±100 for the full control effect; nearly all actives have a fitted effect of over 65% in size
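IDH1-R132H (0.5 ug/mL dispensed) in pH 7.5 Tris buffer was preincubated 30 min with compound, then given a substrate mix of 0.016 mM NADPH and 2 mM alpha-KG for 80 min at room temperature; remaining NADPH was read by diaphorase/resazurin fluorescence.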
Vif-A3F inh: blocks the Vif interaction with APOBEC3F; Potency, µM (doses to about 46.1 µM), without a hit: at the highest dose activity, negative = active; 0.2% of 390,000 active; HeLa A3F-eYFP + Vif (tagged APOBEC3F with the HIV-1 protein that degrades it), YFP fluorescence increase; note: potency is the fitted concentration of half-maximal effect; % of control where 0% means no effect; nearly all actives have a fitted effect of over 65% in size
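Fluorescence increase (Ex 488/Em 500-530) after overnight compound treatment at 37 deg C flags inhibition of Vif-driven A3F-eYFP loss in stable HeLa A3F-eYFP/Vif cells seeded overnight beforehand.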
TrxR1 substrate: is turned over as a substrate by rat TrxR1 | purified TrxR1 substrate turnover, NADPH consumption readout | Potency, µM (highest dose often 114 µM), inactives show at the highest dose activity change, negative = substrate turnover | 0.01% of 390,000 active; note: potency is the fitted concentration of half-maximal effect; % is set by controls: 0 for no effect and ±100 for the full control effect; nearly all actives have a fitted effect of over 50% in size
Target sequence (O89049 whole entry, looked up): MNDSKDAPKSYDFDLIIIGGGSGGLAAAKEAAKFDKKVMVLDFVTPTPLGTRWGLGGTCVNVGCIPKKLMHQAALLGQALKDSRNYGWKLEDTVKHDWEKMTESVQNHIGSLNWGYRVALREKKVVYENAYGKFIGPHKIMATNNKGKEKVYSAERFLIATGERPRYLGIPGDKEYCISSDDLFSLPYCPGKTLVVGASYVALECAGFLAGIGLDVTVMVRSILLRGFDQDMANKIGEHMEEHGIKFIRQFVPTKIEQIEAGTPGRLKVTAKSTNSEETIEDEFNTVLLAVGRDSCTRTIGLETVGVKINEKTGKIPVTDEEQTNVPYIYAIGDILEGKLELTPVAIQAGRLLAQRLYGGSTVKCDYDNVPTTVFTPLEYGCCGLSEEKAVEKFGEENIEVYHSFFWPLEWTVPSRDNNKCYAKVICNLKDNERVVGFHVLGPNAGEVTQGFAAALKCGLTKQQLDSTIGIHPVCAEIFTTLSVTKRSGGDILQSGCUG
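Rat TrxR1, dispensed at 90 nM, was prereduced with 400 uM NADPH (final) for 5 min at ~22 deg C, then incubated with compound 15 min before 400 uM selenite. A first-read NADPH fluorescence drop versus no-compound background flagged substrates.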
Vif-APOBEC3G blk: blocks the Vif interaction with human APOBEC3G. Q9HC16. HeLa A3G-eYFP + Vif (tagged APOBEC3G with the HIV-1 protein that degrades it), YFP fluorescence, overnight. Potency, µM (titrated, usually from 46.1 µM), without a hit: top-dose activity, negative = active, usual class: inhibitors. 0.076% of 410,000 active;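 note: potency is the fitted concentration of half-maximal effect; % is set by controls: 0 for no effect and ±100 for the full control effect; nearly all actives have a fitted effect of over 60% in size; hits raise eYFP signal because A3G escapes Vif-driven loss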
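Read-out is eYFP fluorescence (Ex 488/Em 500-530) from Vif-expressing HeLa A3G-eYFP cells; more signal means A3G escaped Vif-mediated degradation. Cells plated overnight, compound pinned in, incubated overnight at 37 deg C.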
rTrxR1 inhibitor: blocks rat thioredoxin reductase 1; O89049; recombinant rTrxR1, NADPH fluorescence consumption, selenite substrate; Potency, µM (highest dose often 114 µM), for inactives: at the highest dose activity change, negative = inhibition, usual class: inhibitors; 1% of 390,000 active; note: potency is the fitted concentration of half-maximal effect; % is set by controls: 0 for no effect and ±100 for the full control effect; nearly all actives have a fitted effect of over 65% in size
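Rat TrxR1 (90 nM in the dispensed reagent) was pre-reduced with 400 uM NADPH for 5 min at room temperature, then incubated with compound for 15 min. After 400 uM selenite was added, NADPH fluorescence (Ex 340/Em 450 nm) was followed for 8 min.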
LDHA inh: inhibitors of human lactate dehydrogenase A | purified LDHA, NADH/diaphorase-resazurin fluorescence; hits give low values | activity change, % (values are at about 110 or 230 µM) | 0.15% of 480,000 active; in the data active = activity change below about -30%; inconclusive = mostly about -25% to -30%;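 note: plate controls were DMSO wells for no effect and wells without enzyme for full effect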
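LDH5 2 nM; NADH 0.06 mM, pyruvate 0.2 mM; 200 mM Tris pH 7.4, EDTA, Tween-20; 5 min RT. Detection: diaphorase 0.133 mg/mL + resazurin 37 µM, fluorescence ex540/em590 at 0 and 20 min; normalized to enzyme-free and DMSO wells.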
* = called active by the depositor; ? = inconclusive; . = not tested or not shown; & = joins results of further samples; [ ] = dose if it differs, or a comment. Unless noted, calls come from the whole dose curve; as a rule, active = well fitted curve in the direction sought with a large enough effect; inconclusive = small, poorly fitted or top-dose-only effect, or another doubt; inactive = no such curve, though single readings can be large; an effect the other way counts as inactive or inconclusive. Not all compounds are listed; count on the stated rates, not on these rows.

SMILES,USP1-UAF1 inh,RGS4 inhibitor,GRP78 ERSR act,IDH1 R132H inh,Vif-A3F inh,TrxR1 substrate,Vif-APOBEC3G blk,rTrxR1 inhibitor,LDHA inh
COc1cc2c(cc1OC)C(c1ccccc1)N(C(=O)C(C)(C)C)CC2 (stereo unspecified),-5%,24%,1%,-3%,14%,2%,0%,21%,-2
CCOc1ccc(C(=O)Nc2ccc(Cc3ccncc3)cc2)cc1Br,-20%,11%,-5%,-31%,7%,-7%[57.1 µM],2%,-1%[57.1 µM],-8
CCN(CC(=O)Nc1ccc(Cl)c(C(F)(F)F)c1)CC(=O)NC1CCS(=O)(=O)C1 (stereo unspecified),-18%,-1%,-2%,10%,-36%,7%[57.1 µM],0%,10%[57.1 µM],-1
O=C(NC1CCCCC1)C1CCCN(S(=O)(=O)c2cnc[nH]2)C1 (stereo unspecified),?,3%,-3%,4%,0%,6%,2%,21%,-5
CN1CCN(S(=O)(=O)c2cc(C(F)(F)F)ccc2Cl)CC1,-18%,2%,1%,14%,-2%,7%[57.1 µM],0%,16%[57.1 µM],-9
COc1ccc(CN2C(=O)N(c3ccccc3)C(=O)C2c2ccccc2)cc1COc1ccc(NC(C)=O)cc1 (stereo unspecified),.,-33%,.,.,.,0%,.,-7%,-8
COc1ccc(C)cc1NC(=O)C(=O)NCCc1csc2nc(-c3ccccc3F)nn12,-21%,3%,-1%,1%,1%,-1%[57.1 µM],1%,9%[57.1 µM],-1
Cc1cccc2nc(CSc3ncccc3C(=O)O)cn12,-7%,4%,-4%,-3%,1%,-2%,2%,20%,-4
COc1ccc2[nH]c(C(=O)O)c(NS(=O)(=O)c3ccc(OC)c(OC)c3)c2c1,-19%,-32%,-1%,3%,-2%,29%,-3%,9%,-3
Cc1cc(C)c2cc(C#N)c(N3CCCN(S(=O)(=O)c4ccccc4)CC3)nc2c1,-32%,-6%,-5%,3%,-11%,3%,0%,15%,0
Cc1c(Cl)cccc1-c1ccc(/C=C(\C#N)c2nc3ccccc3[nH]2)o1,10%,-17%,8%,-4%,13µM*,7%[11.4 µM],?,-3%,12&0
COc1ccc(N2CCN(C(=O)c3ccc(CS(=O)c4cccc(C)c4)o3)CC2)cc1 (stereo unspecified),-15%&-13%,4%[56.9 µM],-1%&0%,3%&-3%,2%&-23%,-10%&-1%,?,?,-2&1
CC(C)Oc1cccc(C(=O)NC(=S)N2CCN(c3ccc(C(F)(F)F)cc3[N+](=O)[O-])CC2)c1,-11%,-1%,-4%,1%,-1%,6%[57.1 µM],7%,11%[57.1 µM],-11
Cc1cc(C)n2nc(CNC(=O)c3cccc(N(C)C)c3)nc2n1,-16%,-14%,-3%,9%,-8%,1%,0%,-6%,14
O=c1nc(NCc2ccco2)sc2ncccc12,-8%,12%,3%,4%,-15%,-7%,-1%,6%,2
O=C(Nc1cccc(S(=O)(=O)N2CCOCC2)c1)[C@@H]1CCCN1S(=O)(=O)c1ccc(Cl)cc1,-9%,-16%,-4%,8%,0%,-4%,-7%,3%,1
Cc1ccc(C(=O)NCCN2C3=NC[C@H](Cc4ccc(O)cc4)N3C[C@H]2Cc2ccc(O)cc2)cc1Br,?,-11%,-4%,-4%[38.3 µM],0%,-5%,-6%,-6%,2
O=C(NCCCCNC(=O)c1ccco1)c1ccco1,-1%,20%,-4%,-2%,-5%,8%[57.1 µM],1%,-6%[57.1 µM],0
COCCOC(=O)c1c(C)oc2ccc(O)c(CN3CCC(C)CC3)c12 (tested in a mixture with another compound),-24%,-1%,-1%,-11%,-8%,-4%,3%,7%,4
O=C(Nc1ccc(N2CCOCC2)cc1)C1CCN(S(=O)(=O)c2cccc(C(F)(F)F)c2)CC1,7%,.,-1%,1%,-6%,.,3%,.,1
COc1ccccc1CCNC(=O)c1cccn1-c1nnc(N2CCCCC2)s1,-9%,6%,-2%,13%,-5%,1%[57.1 µM],2%,8%[57.1 µM],-3
Cc1ccc(S(=O)(=O)N2CCC(C(=O)Nc3nnc(C4CCCC4)s3)CC2)cc1,0%,15%,1%,13%,-1%,2%[57.1 µM],0%,18%[57.1 µM],-7
O=C(Nc1cccc(Cl)c1)c1nc[nH]c1C(=O)N1CCN(c2ccccc2)CC1,-23%,1%,-3%,6%,-7%,19%,1%,31%,-1
CCc1nnc(NC(=O)CSc2nc3[nH]ncc3c(=O)[nH]2)s1,-6%,20%,-2%,-10%,-7%,4%[57.1 µM],1%,7%[57.1 µM],-14
FC(F)(F)Oc1ccccc1-c1nnc(-c2cccc(C(F)(F)F)c2)o1,?,-1%,-11%,11%,7%,6%[57.1 µM],-5%,17%[57.1 µM],0
CCC(C(=O)Nc1cc(F)ccc1F)n1nc(-c2cc(C)ccc2C)ccc1=O (stereo unspecified),-13%,4%,-2%,2%,8%,0%,5%,16%,0&4
CCOc1ccc(N2CC(C(=O)Nc3cc(C)on3)CC2=O)cc1 (stereo unspecified),0%,14%,-3%,1%,-13%,-12%,0%,-15%,-2
CC(C)(CO)NCC(=O)Nc1cc(C(F)(F)F)cc(NC(=O)CNC(C)(C)CO)c1Cl,-9%,-3%,-4%,2%,0%,-8%,-8%,-13%,1
CCc1ccccc1NC(=O)CN1CCN(C(=O)CNC(=O)c2ccc(N3CCCC3=O)cc2)CC1,-7%,0%,-3%,5%,0%,1%,-1%,-10%,-16
Cc1cc(C)cc(Nc2cc(C)nc3ncnn23)c1,-6%,.,-1%,3%,-9%,.,0%,.,-1
COc1ccc(C(=O)NCCC2=CCCCC2)cc1S(=O)(=O)N1CCOCC1,-1%,14%,-3%,5%,11%,-3%,1%,7%,0
O=C(CCC(=O)OCc1cccc([N+](=O)[O-])c1)Nc1ccccc1Cl,?,-14%,0%,2%,1%,4%,1%,9%[57.1 µM],-7
CC(=O)c1cccc(Nc2c([N+](=O)[O-])c(=O)oc3ccccc23)c1,-13%,16%,-2%,0%,-1%,-6%,-27%,1%,-14
CC1(C)CCc2cc(-c3ccn(S(=O)(=O)c4ccccc4Cl)n3)ccc2O1,-20%,-2%,5%,5%,8%,6%[57.1 µM],2%,18%[57.1 µM],-5
CCc1nc(SCc2ccc(OC)c(Br)c2)n[nH]1,-12%,5%,1%,-4%,2%,-2%,2%,12%,-9
FC(F)(F)COc1cc(-c2nnc(SCc3ccccc3)n2Cc2ccco2)cc(OCC(F)(F)F)n1,-13%,-12%,-3%,-1%,0%,-8%,2%,8%,1
CCN(CC)C(=N)N1c2ccccc2CCC1C (stereo unspecified),-25%,-6%,-1%,-1%,3%,1%,-7%,6%,-9
Brc1ccc(-c2nnc(-c3cccnc3)c3conc23)cc1,-17%,3%[56.9 µM],-3%,-1%,-6%,3%,-8%,-14%,-5
c1ccc(C(c2cccs2)c2c[nH]c3ccccc23)cc1 (stereo unspecified),-31%,-19%,-12%,6%,3%,-2%[11.4 µM],-16%,20%,2
COc1cccc(C(C(=O)NC2CCCCC2)N(C(=O)Cc2cccs2)c2ccc(-n3cnnn3)c(OC)c2)c1 (stereo unspecified),-4%,-7%,-2%,?,5%,1%[57.1 µM],0%,-2%[57.1 µM],-9
COc1ccc(/C(N)=N/OC(=O)CN(C)S(=O)(=O)c2ccc(C)cc2)cc1,-5%,14%,-2%,-4%,0%,-2%,4%,17%,-2
Nc1cc(C(=O)OCC(=O)NCCCc2ccccc2)ccc1Cl,-36%,-2%,-5%,9%,-7%,16%[57.1 µM],-2%,14%[57.1 µM],-1
Nc1nc(SCC(=O)N2N=C(c3ccc(Cl)cc3)CC2c2ccco2)n[nH]1 (stereo unspecified),-25%,-19%[56.9 µM],-3%,0%,1%,-1%,5%,-3%,-3
COc1ccc(NC(=S)N(CCCN2CCOCC2)Cc2cn(C)c3ccccc23)cc1,-10%,-34%,1%,2%,9%,2%[57.1 µM],-2%,-1%[57.1 µM],-4
COc1ccc(CNC(=O)CSc2nc3ccccc3n2C(C)=O)cc1,-17%,1%,-2%,-16%,-12%,-1%,-2%,19%,-18
CCOc1nc(OCC)nc(N2CCC(C)CC2)n1,-9%,-14%[11.4 µM],-6%,5%,-6%,7%[57.1 µM],3%,9%[57.1 µM],-7
O=C(COc1ccc(F)c(Cl)c1)N1CCN(c2ccccn2)CC1,-14%,12%,1%,6%,1%,3%,0%,-6%,-4
O=C(CN1C(=O)c2cccc3cccc(c23)C1=O)N1CCN(Cc2ccc3c(c2)OCO3)CC1,-10%,-1%,-1%,0%,-3%,19%,7%,-8%,-5
Cc1cc(Cl)ccc1Oc1ccccc1C(=O)CC#N,0%,-8%,-4%,-9%,-28%,-1%,-4%,-1%,-6
